Screening results from PubChem.
ROC1-CUL1 inh: inhibitors of human ROC1-CUL1 ubiquitin ligase activity. E3 ubiquitin-protein ligase RBX1 (Homo sapiens) + Cullin-1 (Homo sapiens), P62877+Q13616. in vitro K48 di-Ub FRET, acceptor:donor ratio, 45 min. inhibition, % at 10 µM. 140,000 compounds, 0.6% hits; in the data active means inhibition above about 25%
Target sequence (P62877 whole entry, looked up): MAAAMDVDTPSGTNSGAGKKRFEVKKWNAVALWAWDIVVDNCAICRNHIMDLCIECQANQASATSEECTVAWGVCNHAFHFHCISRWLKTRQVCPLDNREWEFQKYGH
Target sequence (Q13616 whole entry, looked up): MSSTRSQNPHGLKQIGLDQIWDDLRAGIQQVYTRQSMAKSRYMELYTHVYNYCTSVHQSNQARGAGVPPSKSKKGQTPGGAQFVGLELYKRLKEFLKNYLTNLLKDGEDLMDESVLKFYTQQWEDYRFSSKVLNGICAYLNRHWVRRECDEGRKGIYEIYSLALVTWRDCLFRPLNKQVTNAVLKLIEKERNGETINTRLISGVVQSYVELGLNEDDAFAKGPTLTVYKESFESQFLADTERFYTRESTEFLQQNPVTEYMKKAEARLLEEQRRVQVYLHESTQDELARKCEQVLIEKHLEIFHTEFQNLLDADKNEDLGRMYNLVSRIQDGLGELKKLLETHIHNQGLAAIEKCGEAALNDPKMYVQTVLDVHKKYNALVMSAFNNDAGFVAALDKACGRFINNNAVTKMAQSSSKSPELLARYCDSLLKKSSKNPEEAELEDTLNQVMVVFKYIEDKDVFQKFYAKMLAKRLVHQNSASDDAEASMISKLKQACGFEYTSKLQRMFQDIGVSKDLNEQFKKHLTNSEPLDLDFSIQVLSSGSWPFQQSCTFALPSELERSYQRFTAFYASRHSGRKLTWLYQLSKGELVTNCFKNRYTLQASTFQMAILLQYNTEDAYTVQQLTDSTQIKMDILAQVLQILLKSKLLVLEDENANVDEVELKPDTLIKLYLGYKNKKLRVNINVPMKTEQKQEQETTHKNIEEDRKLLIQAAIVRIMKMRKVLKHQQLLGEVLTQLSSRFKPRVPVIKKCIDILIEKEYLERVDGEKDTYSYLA
* marks the source's active call; other numbers are inactive results.

| # | SMILES | ROC1-CUL1 inh |
| --- | --- | --- |
| 1 | Cc1ccccc1N=C1S/C(=C\c2ccccc2[N+](=O)[O-])C(=O)N1c1ccccc1C | 11.6 |
| 2 | NC1=N[C@H]2[C@H](CS(=O)[C@H]2CCCCC(=O)O)N1 (some centres not stated) | 2.5 |
| 3 | CCC(Oc1ccc(OC)cc1)C(=O)N1CCN(c2ccccc2F)CC1 (configuration not stated) | 14.5 |
| 4 | O=C(COc1ccc(Cl)cc1)NCCN1CCCC1 | 15.9 |
| 5 | Cc1ccc(/C=C2\SC(=S)N(CC(=O)NNc3ccccc3)C2=O)cc1 | -0.3 |
| 6 | Cc1cc(/C=C2\C(=O)Nc3ccccc32)ccc1N1CCCC1 | 1.9 |
| 7 | COc1ccc(NCc2cccn2-c2nnc(N3CCC(C)CC3)s2)c(OC)c1 | -15.5 |
| 8 | CCCCC(CC)C(=O)Nc1nc2ccccc2[nH]1 (configuration not stated) | -1.0 |
| 9 | O=C(Nc1ccc(N2CCOCC2)cc1)c1cc(I)ccc1Cl | 2.7 |
| 10 | CCOC(=O)C1(Cc2ccccc2Cl)CCN(Cc2cccnc2)CC1 | 0.4 |
| 11 | Cc1ccc(C(=O)C2C(=N)N(c3ccc(Cl)cc3)C3=C(C(=O)CC(C)(C)C3)C2c2ccc(Cl)cc2)cc1 (configuration not stated) | -10.2 |
| 12 | O=C(c1ccc(F)cc1Cl)N1CCN(S(=O)(=O)c2ccc(Cl)s2)CC1 | -5.0 |
| 13 | Cc1cccc(C(=O)NNC(=O)c2ccc(C(C)(C)C)cc2)c1 | -4.8 |
| 14 | COc1cccc(CN2CCCC(O)(CN(C)C3CCCCC3)C2=O)c1 (configuration not stated) | -4.8 |
| 15 | O=C(NC(N1CCCC1)C(Cl)(Cl)Cl)c1ccccc1Cl (configuration not stated) | 6.5 |
| 16 | COc1ccccc1OCc1ccc(C(=O)NCc2ccccc2F)cc1 | -1.7 |
| 17 | COC(OC)C1Nc2ccccc2C(=O)N1c1ccccc1 (configuration not stated) | -12.0 |
| 18 | O=C(O)CCC(=O)NNC(=O)c1ccc(O)cc1 | -8.5 |
| 19 | CCn1c(SCC(=O)c2ccc(Cl)cc2)nc2sc(C)c(C)c2c1=O | 0.2 |
| 20 | COc1ccc(CCNc2nc3c(-c4cccc(F)c4)nnn3c3ccccc23)cc1OC | -5.7 |
| 21 | COCc1ccc(C(=O)NCc2c(C)ncc3c2CCN(C(=O)Cc2ccc(F)cc2)C3)o1 | -12.7 |
| 22 | COc1cc(CO)cc(Br)c1OCc1ccc(C(=O)O)cc1 | -0.5 |
| 23 | Cc1c(C)c2c(=O)[nH]n(C)c2[nH]c1=O | -1.7 |
| 24 | CN1CCc2nc(SCC(=O)Nc3ccccc3OC(F)(F)F)c(C#N)c(-c3cccs3)c2C1 | -5.0 |
| 25 | COc1cccc(NC(=O)N(Cc2cn(C)c3ccccc23)C2CCCCCC2)c1 | -3.3 |
| 26 | CCOc1ccc(S(=O)(=O)NCCc2c(C)[nH]c3c(Cl)cccc23)cc1C | 2.6 |
| 27 | COc1ccc(S(=O)(=O)c2c(Nc3ccc(C)cc3C)sc(C(=O)c3ccc(F)cc3)c2N)cc1 | -6.6 |
| 28 | O=C(O)C1CCN(c2ncnc3c2oc2ccccc23)CC1 | -2.1 |
| 29 | CC1(C)CC(=O)C2=C(C1)N(Cc1ccccc1)C1=C(C(=O)CC(C)(C)C1)C2c1ccc(OCC(=O)Nc2ccccc2)c(Cl)c1 | -2.2 |
| 30 | CC1=CC=CN2C1=NC(=O)C1C2=NC(=O)CC1c1cccc(F)c1 (configuration not stated) | 1.7 |
| 31 | Cc1cc2nc(-c3ccc(NC(=O)c4ccc5ccccc5c4)cc3)oc2cc1C | 1.0 |
| 32 | O=C(c1cc(-c2ccccc2)nc2ccccc12)N1CCN(c2ccc(F)cc2)CC1 | 9.3 |
| 33 | Cn1c(-c2ccncc2)nc2cc(C(=O)NCC(C)(C)N3CCOCC3)cc(NC(=O)C3CCC3)c21 | 7.9 |
| 34 | CCOC(=O)c1nnn(CC(=O)N2N=C3/C(=C/c4ccc(C)cc4)CCCC3C2c2ccc(C)cc2)c1C(=O)OCC (configuration not stated) | -13.3 |
| 35 | CCOC(=O)COc1ccc(CC)cc1C(=O)c1ccn2nc(-c3ccc(Cl)cc3)cc2n1 | 0.5 |
| 36 | COc1cc(/C(C)=N/N2CCN(c3ccccc3)CC2)ccc1O | -3.3 |
| 37 | Cc1ccc(C(=O)C(NC(=O)c2ccco2)Nc2ccc([N+](=O)[O-])cc2)cc1 (configuration not stated) | 1.1 |
| 38 | Cc1nc(N2CCC(C(=O)NCC(c3ccccn3)N3CCOCC3)CC2)nc2ccc(F)cc12 (configuration not stated) | 0.2 |
| 39 | COc1ccc(/C=N/NC(=O)c2ccc(Br)o2)cc1 | -5.7 |
| 40 | COc1ccc(-c2cn3c4c(sc3n2)CCCC4)cc1 | 2.8 |
| 41 | COc1ccc(C(=O)COC(=O)C2CCN(S(=O)(=O)c3cccc4cccnc34)CC2)cc1 | 16.6 |
| 42 | c1csc(-c2nn3c(Cn4cnc5ccccc54)nnc3s2)c1 | -3.6 |
| 43 | COc1ccc(OC)c(-c2cc(Cl)c3c(c2)CC(CNC(=O)CNC(C)=O)O3)c1 (configuration not stated) | 12.9 |
| 44 | CCN1CCN(C(=S)c2ccc(OC)cc2)CC1 | 4.9 |
| 45 | CCOC(=O)Cn1c(=O)n(C2CCCCC2)c2nc(-c3c(F)cccc3Cl)nc(C(N)=O)c21 | 0.6 |
| 46 | Cc1csc(NC(=O)CSc2nc3ccccc3[nH]2)n1 | 4.5 |
| 47 | Cc1ccccc1Cn1ccc(NC(=O)C2CC(c3ccc(Cl)c(Cl)c3)=NO2)n1 (configuration not stated) | 2.1 |
| 48 | COc1ccc(Cn2ccc3c(cnc4nc(C(F)(F)F)nn43)c2=O)cc1 | 1.3 |
| 49 | Cc1cc(C(=O)CSc2nnc3scc(-c4ccccc4)n23)c(C)n1-c1ccccc1F | 2.8 |
| 50 | Cc1ccc(C(=O)NC2CCCN(CCc3ccccc3)C2)cn1 (configuration not stated) | 0.8 |
| 51 | COc1ccccc1N1CCN(C(=O)CCc2c(C)nn(-c3ccc(N4CCCC4)nn3)c2C)CC1 | 3.9 |
| 52 | CC(=O)c1ccc(OCC(=O)NCc2ccco2)cc1 | 4.1 |
| 53 | COc1ccccc1C(=O)OC(C)CN1CCOCC1 (configuration not stated) | -3.7 |
| 54 | Cc1oc(-c2ccccc2NC(=O)C2CCC2)nc1CNC(=O)Cc1cccc(F)c1F | 8.2 |
| 55 | CCCn1c(C)c(CC(=O)NCc2cc(C)[nH]n2)c2c1CC(C)(C)CC2=O | 0.0 |
| 56 | Cc1ccc(CN(C(=O)COc2ccc([N+](=O)[O-])cc2)c2ccccn2)o1 | 8.8 |
| 57 | CSc1ccc(-c2ccc3c(c2)CC(CNC(=O)c2cc(C)n(C)n2)O3)cc1 (configuration not stated) | -1.1 |
| 58 | Cc1ccc(N(CC(N)=O)C2SC(=O)N(Cc3cccc(C(=O)O)c3)C2=O)cc1 (configuration not stated) | -2.8 |
| 59 | Cc1ccc(NC(=O)c2sc3nc4ccccc4cc3c2N)cc1 | 3.4 |
| 60 | CN(C)c1ccc(C2NC(c3ccc(N(C)C)cc3)C([N+](=O)[O-])C(C)(C)C2[N+](=O)[O-])cc1 (configuration not stated) | -0.8 |

(further entries)
item	Compound	ROC1-CUL1 inh
61	CNCC12CC3CC(C1)CC(c1ccc(C)cc1)(C3)C2	5.3
62	COc1ccc(OCC(=O)NNC(=S)NC(=O)C2CC2)cc1	-1.9
63	CCn1c(Cc2ccccc2)nnc1SCC(=O)Nc1cccc(Cl)c1C	3.3
64	CCOC(=O)N1CCN(C(=O)C2CCN(Cc3cccc(C)c3)CC2)CC1	11.4
65	COc1ccc(C(=O)n2nc(N)c3cc4ccc(C)cc4nc32)cc1OC	-2.9
66	CCn1cc(CNC2CCN(c3ccc(NC(=O)CCCCc4ccccc4)cc3)CC2)cn1	-1.6
67	COCCN(Cc1cccnc1)CC1CCN(Cc2ccccc2F)CC1	6.0
68	Cc1nn(Cc2c(Cl)cccc2Cl)c(C)c1NC(=O)c1cccs1	5.1
69	Cc1ccccc1CN1c2ccccc2-c2nc(SCC(=O)c3ccc(Cl)cc3)ncc2S1(=O)=O	9.4
70	NNC(=O)C1CC1c1ccc(Cl)cc1 (configuration not stated)	-7.0
71	Cc1c(C(=O)N2CCC(C)CC2)c(S(=O)(=O)NCc2ccc(Cl)cc2)c(C)n1C	-5.2
72	N#CC1C(=N)OC2=C(C(=O)CC(c3cccs3)C2)C1c1ccccc1 (configuration not stated)	4.2
73	Cc1ccc2c(CC(=O)N3CCc4c(cnc(C)c4CNC(=O)c4ccsc4)C3)cc(=O)oc2c1	-8.1
74	COc1ccc(S(=O)(=O)Nc2nc3c(s2)C(=O)CC(C)(C)C3)cc1	5.2
75	CCCc1nn(C)c(C(=O)Nc2cccc(Cl)c2C)c1Cl	-9.9
76	CCCCN(CCCC)CC(O)Cn1cc(/C=C/C(=O)c2ccccc2)c2ccccc21 (configuration not stated)	-2.3
77	CCS(=O)(=O)c1nc2ccccc2n1CC(=O)Nc1ccccc1C(=O)OC	-1.8
78	Cc1ccc2[nH]cc(C(c3ccccc3)c3ccc(Cl)s3)c2c1 (configuration not stated)	-7.4
79	Cc1ccc(NC(=O)/C(C#N)=C/c2ccccc2Cl)cc1C	-7.0
80	COC(=O)c1cc(CNC(=O)C2CCCCC2)cc(NS(=O)(=O)c2cccc(C(F)(F)F)c2)c1	-3.6
81	c1ccc(Cc2nn3c(-c4ccccn4)nnc3s2)cc1	1.6
82	c1ccc(-c2cn[nH]c2C(c2ccccc2)c2ccccc2)cc1	4.3
83	Nc1c(-c2ccccc2)cnn1-c1ccc(C(=O)O)cc1	2.6
84	Cn1ccc(CC(=O)N2CCCC2C(=O)Nc2cccc(-n3cccn3)c2)c1 (configuration not stated)	-2.2
85	CN(CCC1CCCCO1)C(=O)c1ccc(OC2CCN(C(=O)C3CC3)CC2)cc1 (configuration not stated)	5.3
86	CCOc1cc(/C=N/NC(=O)c2ccc(Cn3nc(C)c(Br)c3C)cc2)ccc1O	0.9
87	O=C(CCN1CCc2ccccc2C(O)(c2ccccc2)C1)c1ccc2c(c1)OCCO2 (configuration not stated)	-3.5
88	O=C(Nc1ccc2c(c1)OCCO2)c1ccc(C2SCC(=O)N2CCc2ccccc2)cc1 (configuration not stated)	1.5
89	O=C(Nc1cccc(O)c1)C1CC(c2ccc(Cl)cc2)=NO1 (configuration not stated)	-0.7
90	COc1ccc(C(=O)Oc2c(Br)c(OC)cc(OC)c2C(C)=O)cc1	6.7
91	CCCCN1N=C(C)Cn2c1nc1c2c(=O)n(C)c(=O)n1C	2.1
92	COc1ccc(C2C(C(=O)Nc3ccc(Cl)cc3)C(C)=Nc3ncnn32)c(OC)c1 (configuration not stated)	1.0
93	COc1ccc(-c2ccccc2NC(=O)C2CCCN2Cc2ccco2)cc1 (configuration not stated)	5.8
94	Fc1ccc(Br)cc1C1CC(c2ccc(Br)cc2)=Nc2nnnn21 (configuration not stated)	3.5
95	COc1ccc(NC(=O)CN2C(=O)COc3ccc(S(=O)(=O)N4CCCCC4)cc32)cc1OC	0.3
96	CCCc1nnc(NC(=O)c2nc(S(=O)(=O)Cc3ccc(C)cc3)ncc2Cl)s1	6.5
97	COc1ccc(-c2noc(-c3ccc(N4CCN(C)CC4)c([N+](=O)[O-])c3)n2)cc1	3.9
98	Cc1nn(C(C)C(=O)NC2CCC(C)CC2)c(=O)c2cc3sccc3n12 (configuration not stated)	1.4
99	CCC(C)C(=O)Nc1nccs1 (configuration not stated)	4.2
100	Cc1cc(C(F)(F)F)c2c(Br)nsc2n1	0.2
101	O=C(NC(=S)Nc1ccc(F)cc1)C1CC1	4.0
102	Cc1oc2ncn(C)c(=O)c2c1C(=O)N1CCN(c2ccc(Cl)cc2)CC1	5.3
103	C=CCNC(=S)Nc1sc2c(c1C(=O)OCC)C(C(=O)OCC)CC2 (configuration not stated)	-4.6
104	Cc1ccc(NC(=O)C(=O)NCC(c2ccc3c(c2)OCO3)N2CCN(c3ccccc3)CC2)cc1 (configuration not stated)	-8.4
105	CCCNC(=O)C(Cc1ccccc1)NS(=O)(=O)c1ccc2c(c1)c(=O)n(C)c(=O)n2C (configuration not stated)	-5.2
106	CCOC(=O)c1cnc2ccccc2c1Nc1ccc(N2CCOCC2)cc1	0.2
107	c1ccc(N=C(Nc2ccccc2)SCc2ccccn2)cc1	-1.7
108	Cc1cccc(NC(=O)c2nnn(-c3cc(C)ccc3Cl)c2C)c1	-5.0
109	COC(=O)c1ccccc1NC(=O)C1CCN(C(=O)N2CC(C)Oc3ccccc32)CC1 (configuration not stated)	-3.6
110	CCc1ccc(-c2cc(C)no2)cc1S(=O)(=O)Nc1ccc(C)cn1	-0.4
111	COc1ccc(NC(=O)c2ccco2)cc1NC(=O)c1cc(Br)ccc1Cl	-13.2
112	O=[N+]([O-])c1ccccc1/C=N/Nc1nc(Nc2ccc(F)cc2)nc(N2CCCCC2)n1	-12.2
113	CN(c1ccccc1)N1C(=O)C(=C(c2ccccc2)c2ccccc2)C2=C1c1ccccc1C2	-3.5
114	COC(=O)CSc1nc(-c2ccc(OC)cc2)cc(C(F)(F)F)n1	-1.5
115	COc1cc(C2CC(C(=O)O)=Nc3ncnn32)ccc1O (configuration not stated)	-1.1
116	CSc1ccc(CCNC(=O)C(C)n2nc(C)c3sc4ccccc4c3c2=O)cc1 (configuration not stated)	-6.0

Continued.
item	Compound	ROC1-CUL1 inh
117	CCc1nnc(NC(=O)C(=O)c2cc(C)n(-c3ccccc3)c2C)s1	-8.4
118	O=c1ccc2ccc(Oc3ncnc4sccc34)cc2o1	-1.5
119	COc1ccccc1N1C(=O)c2cccc3c(Nc4cccc(Cl)c4)c([N+](=O)[O-])cc(c23)C1=O	-5.8
120	Cc1ccc(O)c(NC(=O)c2cccnc2Cl)c1	-1.3
121	COc1ccccc1-c1cn2c(C(=O)NC(C)Cn3cncn3)csc2n1 (configuration not stated)	-0.9
122	O=C(C1CCN(C2CCN(CCCc3ccccc3)CC2)CC1)N1CCCC(CO)C1 (configuration not stated)	-7.8
123	O=S(=O)(c1ccccc1)c1nc(-c2ccc(Cl)cc2Cl)oc1NCc1ccccc1	3.0

These rows are one share of the data, so the mix of outcomes need not match the whole.
